From PubChem BioAssay
RPL19A-GFP yeast – alters RPL19A-GFP fluorescence in TOR pathway yeast screen; 330,000 tested, 0.3% active; percent response vs DMSO, % at 10 µM; S. cerevisiae RPL19A-GFP strain, flow cytometry, 3 h; active compounds read low;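 active = percent response vs DMSO below 50%; inconclusive = fewer than 70 events counted for the yeast strain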;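 note: median channel GFP fluorescence of the barcoded RPL19A-GFP strain; ratio of sample median GFP to plate DMSO average so 100% = DMSO; lower means less RPL19A-GFP as with rapamycin TOR inhibition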
CIT2 TOR yeast – yeast TOR pathway CIT2-GFP modulation. S. cerevisiae CIT2-GFP strain, flow cytometry, 3 h; 100 means same as DMSO wells. GFP response vs DMSO, % at 10 µM. 320,000 tested, 0.065% active;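 active = GFP response relative to DMSO above a set limit, near the screen mean plus 3 SD, cut at about 150% in these data; inconclusive = Fewer than 70 cells measured for a yeast strain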;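 note: ratio of well median GFP fluorescence to mean of DMSO wells on the plate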
GRK2 aptamer HTS – blocks RNA aptamer binding to human GRK2 | bead flow cytometry, FAM-aptamer displacement from GRK2 | inhibition of aptamer binding, % at 10 µM | 330,000 tested, 0.59% active | AID 488847;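 active = inhibition of aptamer binding above 40%, roughly 3 SD of noise, on plates passing a quality check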;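 note: median bead fluorescence of bound FAM aptamer so fluorescent compounds give negative values; no value below 0 was filed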
Target sequence (P25098 whole entry, looked up): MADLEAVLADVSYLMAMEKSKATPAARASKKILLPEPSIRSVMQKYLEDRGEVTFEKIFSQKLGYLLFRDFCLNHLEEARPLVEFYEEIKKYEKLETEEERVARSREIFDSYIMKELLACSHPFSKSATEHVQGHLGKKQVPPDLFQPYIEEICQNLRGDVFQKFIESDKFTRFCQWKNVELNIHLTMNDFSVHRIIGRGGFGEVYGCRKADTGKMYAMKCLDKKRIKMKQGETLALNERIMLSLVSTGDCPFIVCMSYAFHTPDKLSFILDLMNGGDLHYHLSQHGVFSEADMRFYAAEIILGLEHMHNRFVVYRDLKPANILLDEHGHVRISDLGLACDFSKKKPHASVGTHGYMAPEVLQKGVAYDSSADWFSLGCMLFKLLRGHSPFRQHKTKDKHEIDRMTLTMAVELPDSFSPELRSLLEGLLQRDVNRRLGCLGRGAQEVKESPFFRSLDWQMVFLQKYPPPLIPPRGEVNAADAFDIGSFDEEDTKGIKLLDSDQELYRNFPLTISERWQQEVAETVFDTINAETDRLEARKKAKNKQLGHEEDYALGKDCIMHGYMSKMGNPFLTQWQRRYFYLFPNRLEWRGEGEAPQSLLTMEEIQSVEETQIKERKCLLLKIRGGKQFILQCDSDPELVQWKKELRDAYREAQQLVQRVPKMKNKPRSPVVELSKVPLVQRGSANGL
LAP4-GFP MLPCN – modulators of TOR pathway LAP4-GFP in S. cerevisiae; S. cerevisiae LAP4-GFP multiplex, flow cytometry GFP, 3 h; median GFP as percent of DMSO wells; GFP response vs DMSO, % at 10 µM; 320,000 tested, 0.34% active; AID 2023;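 active = GFP response vs DMSO above a set limit, about the screen mean plus 3 SD, cut at about 150% in these data; inconclusive = under 70 cell events counted for the yeast strain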
Yeast superoxide – yeast age-related superoxide inhibition as caloric restriction mimetic; S. cerevisiae aged cells, superoxide DHE fluorescence; active compounds read low; superoxide response (% of plate mean), % at 10 µM; 330,000 tested, 0.18% active; AID 2690;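 active = superoxide response under a set limit, about three screen SD below normal, cut at about 65% in these data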;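 note: yeast aged for seven days with compound at 30 °C before DHE staining; 100% = average MFI of all compound-treated wells on the plate with controls excluded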
VLA-4 inh – inhibition in a human VLA-4 binding assay. VLA-4 expressing cells, ligand binding flow cytometry. 330,000 tested, 0.2% active. inhibition, % (about 7 µM as worked out from the volumes in the protocol). P13612; in the data active = inhibition above about 50%
MEP2-GFP yeast – yeast TOR pathway MEP2-GFP modulation | S. cerevisiae MEP2-GFP strain, flow cytometry GFP, 3 h; 100% = DMSO control level | GFP response vs DMSO, % at 10 µM | 330,000 tested, 0.51% active;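 active = GFP response versus DMSO above a set limit, roughly screen mean plus 3 SD, cut at about 180% in these data; inconclusive = fewer than 70 cells counted for a yeast strain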;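 note: median GFP fluorescence of the barcode-gated MEP2-GFP cells per well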
AGP1-GFP MLPCN – alters AGP1-GFP fluorescence in TOR pathway yeast screen | AID 2066 | 320,000 tested, 0.02% active | GFP response vs DMSO, % at 10 µM | S. cerevisiae AGP1-GFP multiplex flow cytometry, 3 h; GFP as percent of DMSO wells;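 active = GFP response relative to DMSO above a set limit, near screen average plus 3 SD, cut at about 150% in these data; inconclusive = fewer than 70 cells counted for the yeast strain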;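 note: median GFP channel fluorescence of the gated AGP1 strain per well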
* marks the source's active call; other numbers are inactive results; ? = inconclusive.

nr	structure	RPL19A-GFP yeast	AGP1-GFP MLPCN	LAP4-GFP MLPCN	Yeast superoxide	GRK2 aptamer HTS	CIT2 TOR yeast	MEP2-GFP yeast	VLA-4 inh
1	CS(=O)(=O)N1CCN(c2ccc(NC(=O)c3ccccc3)cc2)CC1	98	104	97	111	0	100	96	11
2	CC(C)(C)c1[nH]nc2c1C(c1ccsc1)C(C#N)=C(N)O2 (stereo unspecified)	108	106	102	102	1	107	105	6
3	C=CCn1c(N)c(C(=O)Nc2cccc(C)c2)c2nc3ccccc3nc21	92	80	105	110	0	64	108	-16
4	COC(=O)Nc1ccc(SCC(=O)c2cccc([N+](=O)[O-])c2)cc1	91	92	119	68	0	79	92	-9
5	CCN(CC)C(=O)[C@H]1CC(CC(=O)NCCc2ccccn2)C(=O)N2CCc3c([nH]c4ccccc34)[C@]12C (stereo partly specified)	101	100	92	94	1	100	98	31
6	CCCCN(C(=O)CSc1nnc(-c2ccc(OC)cc2)n1C(C)C)c1c(N)n(Cc2ccccc2)c(=O)[nH]c1=O	107	97	95	99	0	98	93	0
7	Cc1ccc(NCc2ccc([N+](=O)[O-])s2)cc1	101	103	101	100	4	98	102	-3
8	Cc1ccc(CNC(=O)c2c(-c3ccccc3Cl)noc2C)cc1	99	99	100	114	0	93	93	4
9	COc1ccccc1NC(=O)CSCc1nc2ccccc2[nH]1	107	118	107	95	0	98	98	0
10	O=C(Nc1ccccc1N1CCOCC1)c1ccc2c(c1)OCO2	99	104	108	97	0	105	102	11
11	CCCN1CCN(C(=O)c2oc3c(Cl)cccc3c2C)CC1	106	107	100	109	1	104	103	2
12	CC(C)Cc1nc2oc3c(NCc4cccnc4)ncnc3c2c2c1CCC2	98	99	97	84	0	101	104	7

Part of the list above, with one line to a screen:
[11] CCCN1CCN(C(=O)c2oc3c(Cl)cccc3c2C)CC1
[3] C=CCn1c(N)c(C(=O)Nc2cccc(C)c2)c2nc3ccccc3nc21

| Screen / compound no. | 11 | 3 |
| --- | --- | --- |
| RPL19A-GFP yeast | 106 | 92 |
| AGP1-GFP MLPCN | 107 | 80 |
| LAP4-GFP MLPCN | 100 | 105 |
| Yeast superoxide | 109 | 110 |
| GRK2 aptamer HTS | 1 | 0 |
| CIT2 TOR yeast | 104 | 64 |
| MEP2-GFP yeast | 103 | 108 |
| VLA-4 inh | 2 | -16 |

(cont.)
nr	structure	RPL19A-GFP yeast	AGP1-GFP MLPCN	LAP4-GFP MLPCN	Yeast superoxide	GRK2 aptamer HTS	CIT2 TOR yeast	MEP2-GFP yeast	VLA-4 inh
13	NC(=O)CC(NC(=O)Cc1ccc(Cl)cc1)c1ccc(NC2CCCCC2)c([N+](=O)[O-])c1 (stereo unspecified)	99	82	94	100	2	80	90	2
14	O=C(c1ccccc1)c1ccc(OCC(O)CN2CCOCC2)cc1 (stereo unspecified)	98	97	94	99	1	80	94	2
15	Cn1c(-c2ccccc2)cc2onc(-c3ccccc3)c2c1=O	101	105	99	93	0	103	99	-9
16	C=CCn1c(O)c(/C=C2\C=NN=C2c2ccccc2)sc1=S	90	98	103	89	2	114	106	1
17	O=C(Nc1cccc(S(=O)(=O)N2CCCCCC2)c1)C1=COCCO1	103	110	117	100	2	97	105	3
18	CC(C)CC(=O)NNC(=O)c1ccc(Cl)cc1	97	97	100	95	4	99	105	6
19	CCOC(=O)N1CCN(S(=O)(=O)CCNC(=O)c2ccccc2)CC1	105	118	105	95	0	106	104	4
20	Cc1cccc(NC(=O)Nc2ccc(OCc3ccccc3)cc2)n1	84	92	101	112	0	93	82	4
21	CN(CC(=O)Nc1ccc(F)cc1)C(=O)c1ccc(-c2ccc(Cl)cc2)o1	97	94	107	121	2	83	95	9
22	CCOC(=O)c1c(C)c(C)n(Cc2cccc(OC)c2OC)c1C	100	93	90	96	1	96	98	12
23	O=C(COc1cc(Cl)ccc1Cl)Nc1ccc2[nH]c(=O)[nH]c2c1	88	91	91	113	0	87	92	11
24	COC(=O)C1CCN(S(=O)(=O)c2ccc(OC)cc2)CC1	96	103	100	104	1	102	102	0
25	NC(=O)Cc1ccc(C(=O)CSc2nnc(-c3ccncc3)n2C2CC2)s1	99	98	90	108	0	103	90	-5
26	N#Cc1cccc(NC(=O)CSc2nnc(-c3n[nH]c4ccccc34)o2)c1	97	107	101	110	3	96	104	-3
27	CCc1nc(N)c(C#N)c(-c2cccnc2)c1C	99	101	99	101	0	99	103	-9
28	COCc1cc(=O)c2ccccc2o1	104	111	111	100	1	106	102	-3
29	O=C(Nc1ccccc1)N(Cc1cccnc1)Cc1ccco1	?	?	?	85	1	?	?	-2
30	O=C(COC(=O)Cc1c[nH]c2ccccc12)Nc1cccc2ccccc12	100	95	100	99	2	88	101	14
31	CN(C)S(=O)(=O)c1ccc(C(=O)Nc2cccnc2)cc1	99	89	89	110	2	99	101	-7
32	C[C@@H]1COC(=O)[C@H](NC(=O)OCC2c3ccccc3-c3ccccc32)C/C=C\C[C@@H](CC(=O)N[C@H](CO)Cc2ccccc2)C(=O)N1	103	109	103	103	0	110	96	-3
33	C=CCc1cccc(/C=N/NC(=O)CCC(=O)Nc2ccc(C)cc2)c1O	107	102	110	107	0	97	108	14
34	OC(CNCCc1ccc(C(F)(F)F)cc1)COc1ccc2ccccc2c1 (stereo unspecified)	98	91	82	110	0	99	103	-10
35	Cc1ccc(S(=O)(=O)Nc2ccc(S(=O)(=O)Nc3nccs3)cc2)c([N+](=O)[O-])c1	107	91	100	122	0	109	101	2
36	O=C(CSc1nnnn1C1CCCCC1)NCc1cccs1	112	102	110	91	0	108	99	6
37	COc1ccccc1-n1cc(C(=O)NCC(=O)N2CCN(Cc3ccccc3)CC2)c2ccccc2c1=O	102	105	99	92	1	115	115	3
38	CCN(CC)CCNC(=O)c1ccc(Sc2ccc(Cl)cc2)c(NC(C)=O)c1	98	95	96	103	5	94	101	2
39	CN(C)c1ncnc2c1ncn2C1OC(CO)C(O)C1O (stereo unspecified)	98	97	96	73	0	97	97	8
40	COc1cccc(N2CCN(C(=O)CC(C)(C)CC3=NS(=O)(=O)c4ccccc4N3)CC2)c1	101	107	102	100	5	107	101	-7
41	CC(=O)c1ccc(NC2OC(CO)C(O)C(O)C2O)cc1 (stereo unspecified)	99	102	99	73	0	98	100	2
42	O=C(O)C1[C@H]2C(=O)N(C3CCCC3)C[C@]23C=C[C@H]1O3 (stereo partly specified)	106	109	110	94	5	118	105	-4
43	CN(Cc1cnccn1)Cc1ccccc1OCC(O)CN1CCc2ccccc2C1 (stereo unspecified)	93	99	115	100	0	91	91	4
44	CC(CN1CCCC1)OC(=O)c1ccc(Br)cc1 (stereo unspecified)	105	99	96	96	0	103	104	6
45	N#Cc1cccc(NC(=O)CCNC(=O)c2ccccc2Cl)c1	110	106	103	103	1	113	102	10
46	Cc1ccc(S(=O)(=O)N2[C@@H](c3ccc(C(C)(C)C)cc3)C(C(=O)O)=CC[C@H]2c2ccc(C(C)C)cc2)cc1	88	85	86	104	0	94	82	26
47	O=C(O)c1ccc(/C=N/NC(=O)c2cc3c(ccc4ccccc43)o2)cc1	95	94	99	157	0	102	109	-4
48	Cc1nn(-c2ccccc2)c2c1C(=O)N(Cc1ccccc1)C(=O)C(C)(C)C2	101	99	94	116	44*	94	100	28
49	CCOC(=O)NC(=O)/C(C#N)=C\Nc1ccc(Cl)cc1Cl	102	102	102	97	0	100	98	8
50	CN(C(=O)c1cn2ccccc2n1)c1c(N)n(Cc2ccccc2)c(=O)[nH]c1=O	98	106	106	95	1	92	96	-9
51	COc1ccc(NS(=O)(=O)c2cc(NC(=O)/C=C/c3cc(OC)c(OC)c(OC)c3)ccc2N2CCCCC2)cc1	105	72	98	94	0	90	108	5
52	Cc1ccc(C(=O)Nn2cnnc2)c(Cl)c1	106	102	96	100	4	111	110	-20
53	Cc1ccc(NC(=O)COC(=O)c2c(C)nn(-c3ccccc3)c2C)cc1	97	92	105	102	1	98	99	16
54	COc1cc(C(=S)N2CCOCC2)ccc1OC(=O)c1cccc(C)c1	99	99	101	91	3	98	103	19
55	Cc1ccc(/C=N/NC(=O)C(C)NC(=O)c2ccccc2)cc1 (stereo unspecified)	96	103	101	84	1	108	98	20
56	Cc1cccc(C)c1OCC(=O)Nc1ccc(S(=O)(=O)Nc2ccccn2)cc1	109	104	92	104	1	103	100	-1
57	CC1(C)CC(=O)C2=C(C1)OC(=O)CC2c1cccs1 (stereo unspecified)	105	101	95	106	1	105	101	12
58	CCc1ccc2[nH]c(C(=O)Nc3ccc(F)cc3Br)cc2c1	101	100	93	95	0	101	107	10
59	COc1ccc(C(c2nnnn2CC2CCCO2)N2CCC(C(N)=O)CC2)cc1 (stereo unspecified)	99	100	92	114	3	103	101	7
60	CCC1C(=O)NCCN1C(=O)c1ccc2nc(Cc3cccc(Cl)c3)oc2c1 (stereo unspecified)	108	99	92	112	0	102	105	9

Copied from the list.
#58 | AGP1-GFP MLPCN = 100
#32 | CIT2 TOR yeast = 110

(next part)
nr	structure	RPL19A-GFP yeast	AGP1-GFP MLPCN	LAP4-GFP MLPCN	Yeast superoxide	GRK2 aptamer HTS	CIT2 TOR yeast	MEP2-GFP yeast	VLA-4 inh
61	C=CCn1c(Cc2csc(N)n2)nnc1SCC(=O)Nc1ccccc1C(F)(F)F	95	95	90	103	1	95	92	1
62	O=C(N/N=C/c1cc([N+](=O)[O-])cc([N+](=O)[O-])c1O)C(O)(c1ccccc1)c1ccccc1	93	89	87	163	0	99	86	15
63	COC(=O)c1ccc(C(=O)OC)c(NC(=O)Nc2ccc3c(c2)OCO3)c1	105	109	101	88	0	111	101	-1
64	CCC1CCCCN1CCCNC(=O)c1csc2c1CCCCC2 (stereo unspecified)	102	107	110	110	0	103	106	6
65	O=C1c2ccccc2-c2cccc(NS(=O)(=O)c3ccc(C(F)(F)F)cc3)c21	95	83	99	98	1	108	105	-78
66	CC(C)n1ncc2c(C(=O)NCC(=O)Nc3ccccc3Br)cc(C3CC3)nc21	97	98	97	136	2	86	99	2
67	c1nc(NCC2(N3CCOCC3)CCCCC2)c2ccsc2n1	98	99	101	97	0	96	97	-2
68	CC(=O)c1sc(-c2ccc(F)cc2)cc1NS(=O)(=O)c1ccccc1	95	103	91	109	1	90	88	3
69	CCCCN(C)C(=O)CCCc1c[nH]c2ccccc12	97	101	109	123	7	89	108	10
70	Cc1ccc(NCC(=O)Nc2cccc(S(=O)(=O)N(C)C)c2)c(Cl)c1	102	98	86	102	2	99	101	15
71	CC1=CC(C)(C)NC(=S)N1c1ccc(C)cc1C	102	103	88	87	0	104	102	8
72	Cc1cccc(NC(=O)CSc2nnc(-c3cnccn3)n2Cc2ccco2)c1	105	105	97	97	0	101	103	29
73	O=C(CSc1nnc(-c2ccco2)c(-c2ccco2)n1)c1ccccc1	103	104	108	107	4	94	102	8
74	COc1ccccc1NS(=O)(=O)c1cc(NC(=O)C(C)NC(N)=O)ccc1N1CCCC1 (stereo unspecified)	96	97	107	95	1	91	97	5
75	COc1cc(OC)cc(C(=O)Nc2cccc3c2CCCC3)c1	93	84	76	95	3	86	88	5
76	CCCC(=O)NC(=S)Nc1sc2c(c1C(N)=O)CCC2	102	101	93	110	3	100	102	7
77	O=C(Cc1ccccc1)NC1CCS(=O)(=O)C1 (stereo unspecified)	96	95	90	85	0	98	98	-6
78	c1nnn(C23CC4CC(CC(C4)C2)C3)n1	99	104	94	80	1	106	102	3
79	Cc1cc(NC(=O)CCC(=O)N(c2ccccc2F)C(C(=O)NC2CCCC2)c2ccccc2)no1 (stereo unspecified)	103	96	91	84	0	95	104	-5
80	CCCNC(=O)c1n[nH]c(=O)c2ccccc12	100	103	101	112	1	110	103	-15
81	O=C(O)Cc1sc(Nc2ccccc2)nc1-c1ccc(Cl)cc1	96	98	105	87	0	103	96	7
82	CC(=O)O[C@H]1c2ccccc2-c2ccccc2[C@@H]1OC(C)=O	104	102	94	107	1	99	106	8
